# Screening data (PubChem)
# BLM inh: Bloom syndrome helicase (human) inhibition; P54132; recombinant BLM DNA unwinding, fluorescence dequenching; Potency, µM (series often up to 56.1 µM), for the others: top-dose activity change, negative = inhibition, most hits filed as inhibitors; 0.2% of 350,000 active; AID 2528;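 also: plate controls were vehicle for no effect and no enzyme for full effect; nearly all actives have a fitted effect of over 35% in size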
# HP1b chromo inh: inhibitors of HP1-beta chromodomain binding to methylated histone tails | P83916 | AlphaScreen HP1-beta / biotin-H3K9me3 peptide binding | Potency, µM (titrated, usually from 114 µM), inactives show at the highest dose activity change, negative = inhibition, most hits filed as inhibitors | 0.56% of 390,000 active; also: nearly all actives have a fitted effect of over 70% in size; inactives centre near 23
#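 AlphaScreen: HP1-beta (50 nM) preformed 30 min with biotin-H3(1-18)K9me3 peptide (50 nM) in PBS pH 7.4, 0.01% Tween-20. Compound added for 30 min at RT, then streptavidin donor/nickel chelate acceptor beads (10 ug/mL) for 30 min.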
# GLS inhibitor: inhibitors of human glutaminase (GLS); GLS enzymatic activity, qHTS titration; Potency, µM (doses to about 45.5 µM), inactives show top-dose activity change, negative = inhibition, usual class: inhibitors; 0.21% of 410,000 active; also: % is scaled to controls: 0 for no effect and ±100 for the full control effect
#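 Human kidney-isoform GLS in 45 mM KH2PO4 pH 8.2, 0.02% Tween-20, with compound, started with 1mM L-Glutamine (added stock). Glutamate oxidase/HRP/Amplex red coupled fluorescence read at start and after 30 min at RT.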
# BAZ2B block: inhibitors of human BAZ2B bromodomain; AlphaScreen BAZ2B-H3K14Ac peptide displacement; AID 504333; Potency, µM (series often up to 114 µM), without a hit: at the top dose activity change, negative = inhibition, actives largely listed as inhibitors; 4.4% of 360,000 active; Q9UIF8; also: % is scaled to controls: 0 for no effect and ±100 for the full control effect; nearly all actives have a fitted effect of over 60% in size
#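 Multi-concentration screen (max 110 uM) measuring displacement of acetylated histone H3 peptide from BAZ2B by AlphaScreen, using 50 nM protein, 50 nM peptide and 10 ug/mL streptavidin donor plus Ni-chelate acceptor beads.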
# JMJD2A Tudor inh: inhibitors of human JMJD2A Tudor domain | AlphaScreen JMJD2A-Tudor / H3K4me3 peptide binding | 4.4% of 390,000 active | O75164 | Potency, µM (doses to about 114 µM), for inactives: at the highest dose activity change, negative = inhibition, usual class: inhibitors; also: % is scaled to controls: 0 for no effect and ±100 for the full control effect; nearly all actives have a fitted effect of over 50% in size
# Target sequence (O75164 whole entry, looked up, the tested form may be a part): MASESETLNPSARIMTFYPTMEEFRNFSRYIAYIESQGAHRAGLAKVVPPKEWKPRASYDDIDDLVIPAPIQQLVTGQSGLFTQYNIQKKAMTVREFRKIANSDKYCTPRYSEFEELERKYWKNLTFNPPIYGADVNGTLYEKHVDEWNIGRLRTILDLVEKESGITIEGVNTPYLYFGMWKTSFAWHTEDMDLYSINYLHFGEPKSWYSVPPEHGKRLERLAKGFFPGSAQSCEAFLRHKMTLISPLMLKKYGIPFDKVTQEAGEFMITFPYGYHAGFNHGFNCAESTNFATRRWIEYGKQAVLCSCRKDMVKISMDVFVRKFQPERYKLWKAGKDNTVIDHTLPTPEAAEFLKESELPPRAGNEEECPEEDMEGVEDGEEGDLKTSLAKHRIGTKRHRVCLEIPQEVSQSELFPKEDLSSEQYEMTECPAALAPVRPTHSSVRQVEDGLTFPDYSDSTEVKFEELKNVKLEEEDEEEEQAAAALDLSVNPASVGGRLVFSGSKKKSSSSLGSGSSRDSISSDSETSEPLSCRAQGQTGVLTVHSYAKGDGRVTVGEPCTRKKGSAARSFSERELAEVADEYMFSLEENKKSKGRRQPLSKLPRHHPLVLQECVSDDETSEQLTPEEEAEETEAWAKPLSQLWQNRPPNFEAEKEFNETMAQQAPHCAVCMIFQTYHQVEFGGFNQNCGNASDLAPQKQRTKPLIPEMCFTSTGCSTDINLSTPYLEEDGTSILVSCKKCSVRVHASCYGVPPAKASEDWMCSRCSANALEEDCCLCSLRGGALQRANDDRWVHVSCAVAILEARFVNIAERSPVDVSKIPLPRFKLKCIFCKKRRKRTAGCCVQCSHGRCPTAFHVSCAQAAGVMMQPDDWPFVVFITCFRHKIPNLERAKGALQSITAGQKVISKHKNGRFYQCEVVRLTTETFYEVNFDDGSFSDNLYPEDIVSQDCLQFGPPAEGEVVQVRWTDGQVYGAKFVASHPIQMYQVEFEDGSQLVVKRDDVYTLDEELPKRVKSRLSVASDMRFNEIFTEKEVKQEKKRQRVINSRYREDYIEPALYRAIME
# POLI inh: blocks human DNA polymerase iota activity; Q9UNA4; Pol iota fluorescent replication assay, 10 min; Potency, µM (titrated, usually from 115 µM), inactives show at the top dose activity, negative = inhibition, hits mostly inhibitors; 1% of 390,000 active
#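 Pol iota at 10 nM preincubated 15 min with compounds at room temperature; reaction started with fluorescent substrate, 50 nM final. Fluorescence read kinetically at 0 and 10 min; buffer-only wells as negative control.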
# Pin1 inh: human Pin1 inhibition; Potency, µM (highest dose often 115 µM), for the others: at the highest dose activity, negative = inhibition, usual class: inhibitors; Q13526; 0.009% of 390,000 active; Pin1 FP peptide displacement, HiFluor488, 10 min; AID 504891; active = well fitted inhibition curve with a large enough effect in the polarisation, with a control signal flat, not every such curve was filed as active; inconclusive = small, poorly fitted or top-dose-only effect, or effect the other way, or a change in a side signal; inactive = no such curve, though single readings can be large or run the other way; the % refers to the polarisation; also: % is scaled to controls: 0 for no effect and ±100 for the full control effect
# G9a inh: G9a (human) methyltransferase inhibition; Q96KQ7; G9a H3K9 monomethylation, AlphaScreen, 2 h; Potency, µM (series often up to 102 µM), for the others: at the highest dose activity, negative = inhibition, most hits filed as inhibitors; 8.8% of 350,000 active; AID 504332; also: % is scaled to controls: 0 for no effect and ±100 for the full control effect; nearly all actives have a fitted effect of over 75% in size
#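 Compounds were preincubated with 20 nM G9a for 15 min, after which biotinylated H3K9 peptide (500 nM) and SAM (20 uM) started a 2 h room-temperature reaction. Monomethylated product was quantified by antibody-based AlphaScreen chemiluminescence.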
# Tb PGK inh: inhibitors of T. brucei phosphoglycerate kinase; P07378; PGK/GAPDH coupled, Kinase-Glo luminescence, 60 min; Potency, µM (series often up to 57.5 µM), for inactives: at the top dose activity change, negative = inhibition, actives largely listed as inhibitors; 0.043% of 380,000 active; also: % is scaled to controls: 0 for no effect and ±100 for the full control effect; nearly all actives have a fitted effect of over 60% in size
#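 Luminescent ATP detection (Kinase-Glo Plus) follows a 60-minute room-temperature incubation, with wells lacking PGK as controls. Buffer: 100 mM TEA (pH 7.6), 5 mM MgCl2, 0.01% Tween-20. Coupling enzyme GAPDH (100 nM final) supplies unstable 1,3-BPG in-well.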
# Active calls of the source: *; i = inactive; ? = inconclusive; . = not tested or not shown; [ ] = dose if it differs, or a comment. Unless noted, calls follow the shape of the dose curve; as a rule, active = well fitted curve in the direction sought with a large enough effect; inconclusive = small, poorly fitted or top-dose-only effect, or another doubt; inactive = no such curve, though single readings can be large; an effect the other way counts as inactive or inconclusive. Potency is read from the fitted curve at half-maximal effect. These rows are one share of the data; count on the stated rates, not on these rows.
# The opening 9 compounds as a preview:
SMILES,BLM inh,HP1b chromo inh,GLS inhibitor,BAZ2B block,JMJD2A Tudor inh,POLI inh,Pin1 inh,G9a inh,Tb PGK inh
COC(=O)c1cc(Br)c(=O)n(-c2cc(C)on2)c1,1%,26%,-1%,15%,4%,-5%,4%,4%,i
O=C(OCCC12CC3CC(CC(C3)C1)C2)c1ccc(NCc2cc(O)ccc2O)cc1,.,?,-13%,.,25µM*,79µM*,?,.,?
CCN1/C(=C\C=C2\C(=O)N(c3ccccc3)C(=S)N2C)Sc2ccccc21,-2%,-33%[57 µM],?,.,-22%,?,?,?,-11%
COC(C(=O)NCc1ccccc1C)c1ccccc1 (stereo unspecified),0%,18%,8%,-9%,-1%,18%,2%,35%[59 µM],2%
CCN(c1ccccc1)c1nnc(NC(=O)Nc2ccc(Br)c(C)c2)s1,-2%,48%[activator],-1%,-2%,-3%,101%[activator],-4%,?,i
Cc1nnn(C23CC4CC(CC(CC(=O)Nc5ccc(C)c(Cl)c5)(C4)C2)C3)n1,-8%,53%[activator],-2%,0%,-11%,-14%,5%,21%[59 µM],i
COC(=O)C(C)(C)ONC(=O)Nc1ccc(C)cc1,3%,28%,2%,15%,-21%,9%,-2%,-11%[59 µM],-5%
CC(NC(=O)Cn1cc(Br)c([N+](=O)[O-])n1)c1ccccc1 (stereo unspecified),-2%,45%[activator],-3%,-9%,-2%,102%[activator],-8%,13%,-6%
Cc1noc(C)c1NC(=O)N(C)C[C@H]1Oc2c(NC(=O)Nc3ccc(C(F)(F)F)cc3)cccc2C(=O)N([C@H](C)CO)C[C@@H]1C,.,28%,21%,.,-15%,-12%,6%,.,4%

# This part in full, repeating the preview:
SMILES,BLM inh,HP1b chromo inh,GLS inhibitor,BAZ2B block,JMJD2A Tudor inh,POLI inh,Pin1 inh,G9a inh,Tb PGK inh
COC(=O)c1cc(Br)c(=O)n(-c2cc(C)on2)c1,1%,26%,-1%,15%,4%,-5%,4%,4%,i
O=C(OCCC12CC3CC(CC(C3)C1)C2)c1ccc(NCc2cc(O)ccc2O)cc1,.,?,-13%,.,25µM*,79µM*,?,.,?
CCN1/C(=C\C=C2\C(=O)N(c3ccccc3)C(=S)N2C)Sc2ccccc21,-2%,-33%[57 µM],?,.,-22%,?,?,?,-11%
COC(C(=O)NCc1ccccc1C)c1ccccc1 (stereo unspecified),0%,18%,8%,-9%,-1%,18%,2%,35%[59 µM],2%
CCN(c1ccccc1)c1nnc(NC(=O)Nc2ccc(Br)c(C)c2)s1,-2%,48%[activator],-1%,-2%,-3%,101%[activator],-4%,?,i
Cc1nnn(C23CC4CC(CC(CC(=O)Nc5ccc(C)c(Cl)c5)(C4)C2)C3)n1,-8%,53%[activator],-2%,0%,-11%,-14%,5%,21%[59 µM],i
COC(=O)C(C)(C)ONC(=O)Nc1ccc(C)cc1,3%,28%,2%,15%,-21%,9%,-2%,-11%[59 µM],-5%
CC(NC(=O)Cn1cc(Br)c([N+](=O)[O-])n1)c1ccccc1 (stereo unspecified),-2%,45%[activator],-3%,-9%,-2%,102%[activator],-8%,13%,-6%
Cc1noc(C)c1NC(=O)N(C)C[C@H]1Oc2c(NC(=O)Nc3ccc(C(F)(F)F)cc3)cccc2C(=O)N([C@H](C)CO)C[C@@H]1C,.,28%,21%,.,-15%,-12%,6%,.,4%
Cc1cc(C)c2c(=O)[nH]n(C(C)C)c2n1,-1%,59%[activator],?,-5%,-15%,?,2%,?,i
CCOC(=O)C(Cc1ccc(Cl)cc1Cl)c1ccno1 (stereo unspecified),-5%,154%[activator],-3%,41%[activator],108%[activator],23%,-8%,111%[activator],0%
CCC(C)(C)NCC(=O)Nc1ccc(OC(F)(F)F)cc1,-2%,39%[activator],-2%,-3%,-9%,12%,-4%,-24%[59 µM],-9%
Cc1ccc(C2c3c(oc4ccccc4c3=O)C(=O)N2c2nncs2)cc1 (stereo unspecified),-6%,15%,2%,-14%,-7%,17%,-4%,8%,-5%
Cc1onc(-c2c(Cl)cccc2Cl)c1C(=O)N1CCCc2ccccc21,1%,22%,5%,-11%,-15%,?,-2%,0%[12.7 µM],-9%
COc1cc(/C=N/Nc2ccccc2)ccc1O,-6%,-1%,52%[activator],-27%,-35%,?,1%,14µM*,-1%
S=c1[nH]nc(COc2ccc(Cl)cc2)n1-c1ccccc1,-2%,23%,-16%,-5%,-19%,36%[activator],-3%,15%[0.501 µM],i
CCSC1=NCCN1C(=O)Cc1ccc(-c2ccccc2)cc1,-6%,15%,4%,-2%,-13%,94%[activator],-6%,6%,-5%
CCc1ccc(/C=C2\SC(N3CCOCC3)=NC2=O)cc1,-14%,5%,0%,1%,-17%,57%[activator],1%,50µM*,13%
CN(C(=O)c1ccc(NC(=O)Cc2ccc(NC(=O)C3CCCN(C(=O)C4CCCC4)C3)cc2)cc1)C1CCCC1 (stereo unspecified),.,22%,-1%,.,-14%,-27%,18%,.,0%
Cc1oc(S(=O)(=O)N2CCCCC2)cc1NC(=O)Nc1ccc(Cl)cc1,-7%,42%[activator],4%,-11%,-1%,-4%,1%,1%[59 µM],0%
Cc1cc(C)cc(NC(=O)CSc2nnc(NC(=O)C3CC3)s2)c1,-2%,22%,4%,-9%,-11%,49%[activator],-6%,-11%,i
O=S(=O)(NCc1cn2ccsc2n1)c1ccc(Oc2ccccc2)cc1,-4%,21%,-1%,-31%,-30%,-2%,-13%,19%[0.0925 µM],-4%
Cc1cccc(N2CC(C(=O)NCC3COc4ccccc4O3)CC2=O)c1C (stereo unspecified),.,36%[activator],-1%,-5%,6%,?,3%,17%[12.7 µM],0%
CCOC(=O)c1cc(C(=O)Nc2sc3c(c2C#N)CCCC3)nn1C,-8%,-7%,-3%,17%,-12%,-6%,-5%,11µM*,-2%
Cc1nn(CCCC(=O)NCc2ccccc2)c(=O)c2c1sc1ccccc12,-9%,32%,6%,?,-31%,?,-5%,?,.
CC(C)(C)C1CCc2c(sc(NC(=O)c3ccncc3)c2C(N)=O)C1 (stereo unspecified),-3%,-1%,-1%,4%,-10%,-11%,8%,-6%[59 µM],-6%
COc1ccccc1NC(=S)NC(=O)C(C)(C)C,2%,15%,22%,-2%,-23%,21%,6%,40µM*,i
O=C(NCC(=O)N(c1cccnc1)C(C(=O)NC1CCCC1)c1ccco1)c1cccs1 (stereo unspecified),-1%,28%,-7%,2%,-15%,-7%,-1%,-4%[59 µM],-1%
CC(C)CN1CCCC(N2CCN(c3cccc(Cl)c3)CC2)C1 (stereo unspecified),1%,21%,11%,4%,-21%,10%,-13%,.,9%
COc1ccc(CCNC(=O)c2ccc(=O)[nH]c2)cc1,0%,21%,7%,-4%,-3%,24%,-8%,7%,-7%
CCOC(=O)c1ccc(S(=O)(=O)N2CC(=O)Nc3ccccc32)cc1,-5%,5%,-2%,3%,-19%,?,16%,10µM*,-3%
CC1(C)Oc2ccc(NC(=O)c3ccco3)cc2O1,-2%,9%,-3%,-6%,2%,-10%,4%,2%,-5%
CCOc1ccc(Oc2ccc(S(=O)(=O)N3CCOCC3)cc2N)cc1,-2%,13%,2%,.,-29%,24%,6%,-4%,-9%
Cc1n[nH]c(C)c1CCN(C)Cc1cn(C)nc1-c1ccccc1F,6%,30%,4%,-11%,-16%,174%[activator],1%,.,9%
Cc1ccc(Cl)cc1N1CCN(C(=O)CN(c2ccccc2)S(=O)(=O)N(C)C)CC1,-17%,6%,-4%,45µM*,-12%[11.4 µM],25µM*,5%,-9%,-30%
COc1ccc2c(CC(=O)N3CCN(S(=O)(=O)c4cccs4)CC3)coc2c1,-1%,-1%,13%,-11%,-22%,19%,12%,-34%[59 µM],1%
COc1cccc(/C=C2/SC(=O)N(CC(=O)N3CCc4ccccc4C3)C2=O)c1OCC(=O)O,0%,42%,-1%,1%,-5%,-3%,-11%,-35%[59 µM],-6%
COc1cccc(S(=O)(=O)NCc2ccc(C(=O)Nc3ccc(C)cc3)cc2)c1,-2%,23%,-11%,4%,11%,0%,-2%,13%[2.33 µM],1%
Cc1nc2ccccc2n1CCC(=O)Nc1cccc(F)c1,0%,28%,2%,2%,0%,-1%,6%,-41%[59 µM],5%
O=C(NNc1nc(-c2ccccc2)cs1)c1ccccc1,-4%,5%,19%,3%,?,-1%,-4%,?,-3%
C[C@H](CO)N1C[C@H](C)[C@@H](CN(C)S(=O)(=O)c2cn(C)cn2)Oc2ccc(NC(=O)C3CCCCC3)cc2C1=O,.,35%[activator],6%,.,-8%,-1%,0%,.,2%
COc1ccccc1C1CCN(C(=O)c2ccco2)CC1,-1%,17%,3%,-17%,5%,8%,8%,-47%,-1%
COc1cccc2cc(-c3csc(CCn4nc(C)cc4C)n3)c(=O)oc12,0%,-12%,-2%,-1%,-3%[11.4 µM],9%,12%,1%[12.7 µM],1%
COc1ccc(-n2c(CCC(=O)O)ccc2-c2ccc(F)cc2)c(OC)c1,-2%,5%,12%,-27%,?,16%,0%,40µM*,-1%
CCOc1ccc(/C=C(\C#N)C(=O)Nc2sc3c(c2C(=O)OC)C(C(=O)OC)CC3)cc1OC (stereo unspecified),-10%,?,-20%,50µM*,56µM*,8%,1%,1.4µM*,10%
NS(=O)(=O)c1ccc(NC(=O)CSc2nnc(Cc3cccs3)n2-c2ccccc2)cc1,2%,25%,0%,67%[activator],-17%,?,-5%,93%[activator][59 µM],i
